High-throughput results: PubChem BioAssay, several laboratories
SKKanGAS inh: SKKanGAS growth inhibition. S. pyogenes SKKanGAS, kanamycin growth, BacTiter-Glo, 6 h. inhibition, % at 7.5 µM. 1.3% of 300,000 active;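 active = mean replicate score, as percent of positive control median, at least 50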;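 also: strain carries kanamycin resistance gene driven by streptokinase promoter and grows in 40 µg/ml kanamycin; loss of luminescence reflects streptokinase promoter inhibition or plain growth inhibition; 0% = median of DMSO wells and 100% = positive control at its reference dose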
MrgX1 allo act: allosterically activates human MrgX1 receptor signaling; Q96LB2; MrgX1-HEK293, Fluo-4 calcium flux, FDSS; stronger effect = higher value; B-score at 10 µM; 0.63% of 310,000 active; AID 588675;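 active = plate-corrected calcium response at least 3 library SD above typical, normal starting fluorescence, not activating the receptor alone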;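 also: compound read alongside a low EC10 to EC30 dose of BAM8-22 agonist; peak minus trough fluorescence over baseline measured at the second addition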
ANO1 block: mouse TMEM16A channel inhibition, primary screen; Q8BHY3; 1.2% of 310,000 active; normalized B-score (activity score, 25-100; higher = stronger inhibition) at 10 µM; HEK293 TMEM16A/YFP iodide influx fluorescence, ionomycin;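 active = ratio plate-corrected score three or more library SD toward inhibition, starting fluorescence score within five deviations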;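 also: score derived from kinetic fluorescence span divided by baseline fluorescence per well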
Target sequence (Q8BHY3 whole entry, looked up): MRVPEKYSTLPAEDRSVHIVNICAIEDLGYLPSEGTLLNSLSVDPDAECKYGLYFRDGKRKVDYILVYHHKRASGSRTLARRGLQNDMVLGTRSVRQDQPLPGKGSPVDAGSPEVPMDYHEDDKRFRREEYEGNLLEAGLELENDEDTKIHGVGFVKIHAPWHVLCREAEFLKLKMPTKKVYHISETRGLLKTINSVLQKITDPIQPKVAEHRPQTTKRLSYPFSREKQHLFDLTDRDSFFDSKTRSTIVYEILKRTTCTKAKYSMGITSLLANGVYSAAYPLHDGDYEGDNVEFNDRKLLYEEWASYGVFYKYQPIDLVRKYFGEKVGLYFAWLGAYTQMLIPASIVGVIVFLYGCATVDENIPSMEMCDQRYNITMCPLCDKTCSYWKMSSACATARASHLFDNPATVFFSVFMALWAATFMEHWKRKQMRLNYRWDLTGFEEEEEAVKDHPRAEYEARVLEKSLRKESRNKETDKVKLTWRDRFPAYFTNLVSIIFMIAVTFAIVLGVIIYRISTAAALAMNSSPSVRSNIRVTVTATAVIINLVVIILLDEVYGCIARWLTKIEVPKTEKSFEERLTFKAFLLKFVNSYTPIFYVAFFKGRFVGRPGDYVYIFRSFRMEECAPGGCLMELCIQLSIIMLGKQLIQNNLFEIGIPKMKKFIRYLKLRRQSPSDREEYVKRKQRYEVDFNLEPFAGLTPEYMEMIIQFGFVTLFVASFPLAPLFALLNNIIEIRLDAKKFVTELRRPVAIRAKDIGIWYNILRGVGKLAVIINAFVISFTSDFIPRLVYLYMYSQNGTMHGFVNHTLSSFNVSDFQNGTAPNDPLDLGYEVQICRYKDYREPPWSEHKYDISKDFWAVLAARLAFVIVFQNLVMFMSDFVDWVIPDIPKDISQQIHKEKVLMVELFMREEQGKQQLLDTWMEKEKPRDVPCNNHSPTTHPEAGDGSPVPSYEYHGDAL
MrgX1 antagonist: blocks BAM8-22 activation of human MrgX1 receptor; Q96LB2; MRGX1-HEK293 calcium flux, Fluo-4, BAM8-22 antagonism; stronger effect = lower value; B-score at 10 µM; 1.3% of 310,000 active; AID 588676;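 active = calcium-response B-score plate-corrected more than 3 library SD below zero, starting fluorescence within 5 deviations, no agonist response on first addition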;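 also: peak minus trough fluorescence over baseline after final BAM8-22 challenge near maximal dose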
TRPC4 PAM: TRPC4 (mouse) allosteric potentiation; HEK293 TRPC4beta/mu-opioid, DAMGO EC20, Fluo-4 Ca2+ flux; stronger effect = higher value; Q9QUQ5; 0.42% of 310,000 active; B-score at 10 µM;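 active = B-score of calcium response area above 5 SD of library B-scores, with initial fluorescence ratio within 5 SD of library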;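 also: B-score of integrated fluorescence ratio over time as area under calcium response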
TRPC4 agonist: opens the mouse TRPC4 cation channel | HEK293 TRPC4beta/mu-opioid, Fluo4 calcium fluorescence; stronger effect = higher value | B-score at 10 µM | 0.49% of 310,000 active;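 active = B-score above 5 SD of library B-scores, and initial fluorescence ratio not above library mean plus 5 SD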;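 also: positive B-score marks a calcium rise read as TRPC4 activation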
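Assay system: HEK293 cells stably co-expressing mouse TRPC4beta and mu-opioid receptor / Timing: Fluo4 dye loading 45 min at room temperature, 110 s recording / Signal: Fluo4 calcium-sensitive dye fluorescence, kinetic, 1 Hz baseline / Read-out: integrated baseline-normalised fluorescence ratio, converted to per-well B score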
TRPC6 act: activates the mouse TRPC6 cation channel; Q61143; HEK293-TRPC6 membrane potential dye fluorescence; stronger effect = higher value; B-score at 10 µM; 0.13% of 310,000 active;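 active = B-score of the integrated fluorescence ratio above library mean plus 3 SD, and starting fluorescence ratio within library mean plus 5 SD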;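 also: higher score means more depolarization so channel activation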
TRPC4 inh: TRPC4 (mouse) channel inhibition. Q9QUQ5. HEK293 TRPC4beta/mu-opioid, DAMGO-evoked Fluo4 calcium flux; stronger effect = lower value. B-score at 10 µM. 0.39% of 300,000 active. AID 2247;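 active = B-score over 3 SD under the library average, no early fluorescence shift, positive overall ratio signal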
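Assay system: TRPC4beta/mu-opioid receptor HEK293 cell line; compound dosing: single concentration per test compound; detection: Fluo4 Ca2+ flux fluorescence; evaluation: per-well B score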
MrgX1 ag: human MrgX1 receptor agonism, primary screen; 0.44% of 310,000 active; MrgX1-HEK293 cells, Fluo-4 calcium fluorescence, agonist mode; stronger effect = higher value; B-score at 10 µM; AID 588627; Q96LB2;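 active = calcium response B-score plate-corrected fluorescence ratio at least 3 library SD, with starting fluorescence B-score inside 5 SD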
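Assay system: MrgX1-expressing HEK293 cells / Amount: fifteen thousand cells per well / Doses: test compound in the initial addition of three / Timing: cells plated overnight, dye loaded 0.5 h 37 °C, 0.5 h room temperature / Technique: kinetic calcium dye fluorescence, Fluo-4 NW / Control set: positive and negative controls per plate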
TMEM16A act: mouse TMEM16A channel activation, primary screen; Q8BHY3; 0.3% of 340,000 active; AID 623877; HEK293 TMEM16A/YFP-H148Q/I152L, iodide quench fluorescence; stronger effect = lower value; B-score at 10 µM;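 active = fluorescence-ratio B-score plate-corrected deviation score at least 3 library SD below zero, with starting fluorescence score within 5 deviations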;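 also: channel opened by trigger with iodide after compound preincubation; score built on the fluorescence ratio of max minus min over baseline; more negative score means more quench and so TMEM16A activation or potentiation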
TRPC6 inhibitor: inhibitors of mouse TRPC6 channel; Q61143; HEK293-TRPC6, membrane potential dye, ACh-evoked depolarization; stronger effect = lower value; B-score at 10 µM; 1.1% of 310,000 active; AID 2553;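 active = B-score under library mean minus 3 SD, initial fluorescence not abnormally high, positive integrated signal ratio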;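 also: B-score derived from integrated fluorescence ratio over the kinetic read; more negative B-score means stronger inhibition of depolarization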
The depositor's hits bear a star; i = inactive; · = no result given; & = joins results of further samples.

smiles	TRPC6 inhibitor	TRPC4 PAM	ANO1 block	TRPC6 act	MrgX1 antagonist	MrgX1 ag	TMEM16A act	MrgX1 allo act	SKKanGAS inh	TRPC4 agonist	TRPC4 inh
NC(=O)COC(=O)c1ccc(Cl)c(S(=O)(=O)N(Cc2ccccc2)c2ccc(Cl)cc2)c1	i	i	i	i	i	i	i	i	6	i	i
O=C(C1CC1)N1CCc2cc(Br)cc(S(=O)(=O)NCCCN3CCCCC3)c21	i	i	i	i	i	i	i	i	-2	i	i
CCOc1ccc(CCNC(=O)COC(=O)/C=C/c2ccco2)cc1OCC	i	i	i	i	i	i	i	i	-2	i	i
O=C(Nc1cccc(NC(=O)c2ccc3c(c2)OCO3)c1)c1ccccc1	i	i	i	i	i	i	i	i	6	i	i
O=C(COc1cc(Cl)c(Cl)cc1Cl)NC(=O)NC1CCCC1	i	i	i	i	i	i	i	i	14	i	i
CCCOC(=O)c1ccc(NC(=O)c2cn(CC)c3nc(C)ccc3c2=O)cc1	i	i	·	i	·	·	·	·	5	i	i
Nc1ccc2nc(SCc3ccccc3F)sc2c1	i	i	i	i	i	i	i	i	5	i	i
Cc1ccc(N2C(=O)CSC2c2ccc3c(c2)OCO3)cc1 (centres undefined)	i	i	i	i	i	i	i	i	-3	i	i
Cc1ccc(NC(=S)NCCc2c[nH]c3ccccc23)cc1	i	i	i	i	i	i	i	i	-1	i	i
CCOCCCn1c(SCC(=O)NCc2ccco2)nc2c(sc3ccccc32)c1=O	i	i	i	i	i	i	i	i	0	i	i
COc1ccc(S(=O)(=O)Nc2nc3ccccc3nc2Nc2cccc(C(=O)O)c2)cc1	i	i	i	i	i	i	i	i	9	i	i
Cc1cnc(C(=O)Nc2cccc3cccnc23)cn1	i	i	·	i	·	·	i	·	-6	i	i
C=CCOc1ccc(/C(O)=C2\C(=O)C(=O)N(CCCOC)C2c2ccc(O)c(OC)c2)cc1 (centres undefined)	i	i	i	i	i	i	i	i	7	i	i
CC(NC(=O)/C=C/c1ccccc1[N+](=O)[O-])C1CC2CCC1C2 (centres undefined)	i	i	i	i	i	i	i	i	17	i	i
CCN1C(=O)[C@H]2[C@@H](c3ccc(C)cc3)N3C(=O)N(c4ccccc4)C(=O)[C@@]3(Cc3ccccc3)[C@H]2C1=O	i	i	i	i	i	i	i	i	-6	i	i
CC1=NN(C(=S)Nc2ccccc2)C(C)(C)C1	i	i	i	i	i	i	i	i	-19	i	i
Cc1ccc(C(=O)COC(=O)COc2ccccc2C)cc1	i	i	i	i	i	i	i	i	-8	i	i
CC(C)(C)NC(=O)CN1CCC(O)(c2ccc3c(c2)OCO3)CC1	i	i	i	i	i	i	-13*	i	-16	i	i
O=C(NNC(=O)c1ccc2c(c1)OCO2)NC1CCCCC1	i	i	i	i	i	i	i	i	4	i	i
CCOC(=O)C1=C(C)NC(SC)=NC1c1ccc(OC)cc1 (centres undefined)	i	i	i	i	i	i	i	i	-2	i	i
Cc1cc(NC(=O)CSc2nnc(-c3ccc4c(c3)OCCO4)o2)no1	i	i	i	i	i	i	i	i	6	i	i
COCCSc1nnc(NS(=O)(=O)c2ccccc2)s1	i	i	i	i	i	i	i	i	0	i	i
N#CCSc1nc(-c2ccccc2)nc2ccc(F)cc12	i	i	i	i	i	i	i	i	-2	i	i
O=C(COC(=O)C1CCN(c2ccc(C(F)(F)F)cn2)CC1)Nc1ccc(Cl)cn1	i	i	i	i	i	i	i	i	17	i	i
CCOc1ccc(NC(C)=O)cc1[N+](=O)[O-]	i	i	i	i	i	i	i	i	0	i	i
Cc1ncc(CO)c2c1Oc1nc(-c3ccccc3F)nc(SCC(=O)N(C)c3ccccc3)c1C2	i	i	i	i	i	i	i	i	11	i	i
COc1cccc(/C=N/N2CCN(Cc3ccccc3)CC2)c1O	i	i	i	i	i	i	i	i	0	i	i
COc1ccc(N2CCN(C(=O)NC(=O)c3ccc(Cl)cc3)CC2)cc1	i	i	i	i	i	i	i	i	-2	i	i
Cc1nnc(SCC(=O)NC2CCCCCC2)n1C(C)C	i	i	i	i	i	i	i	i	-2	i	i
COc1ccc(-c2nnc(SCC(=O)N/N=C/c3ccccc3C(=O)O)n2-c2ccc(Cl)cc2)cc1	i	i	i	i	i	i	i	i	-5	i	i
CC(C)C[C@H](N)c1nnc(SCC(=O)Nc2ccc(Br)cc2)o1	i	i	i	i	i	i	i	i	-4	i	i
O=C(NC1CCCCC1)c1cc([N+](=O)[O-])ccc1N1CCCC1	i	i	i	i	i	i	i	i	-5	i	i
O=C1CCCC(=O)N1c1ccc(O)cc1	i	i	i	i	i	i	i	i	-1	i	i
CN1C(=O)C(C)(C)c2cc(S(=O)(=O)N3CCC(C(=O)Nc4ccc(Cl)cc4)CC3)ccc21	i	i	i	i	i	i	i	i	-3	i	i
C=CCN(CC=C)S(=O)(=O)c1ccc(NC(=O)COc2ccccc2OC)cc1	·	·	i	·	i	i	i	i	·	·	·
COc1ccc(NC(=O)c2ccccc2NC(=O)CSc2ccccc2)cc1	i	i	i	i	i	i	i	i	-7	i	i
Cn1cccc1/C=N/NC(=O)Cn1cnc2ccccc21	i	i	i	i	i	i	i	i	-2	i	i
O=C(CS(=O)(=O)c1ccccc1)Nc1nccs1	i	i	i	i	i	i	i	i	0	i	i
CC1(C)C(=O)Nc2ccccc2N1C(=O)CSc1nnc2ccccn12	i	i	i	i	i	i	i	i	-4	i	i
CC(C(O)c1ccc(O)cc1)N1CCC(Cc2ccccc2)CC1 (centres undefined)	i	i	i	i	i	i	i	i	0&2	i	i
CC(=O)N1CCCc2cc(S(=O)(=O)CCC(=O)N3CCN(c4ccccc4)CC3)ccc21	i	i	i	i	i	i	i	i	-3	i	i
Cc1cc2sc3ccccc3c(=O)c2c(C)c1O	i	i	i	i	i	i	i	i	-8	i	i
CC1CCC(NC(=O)c2ccc(COc3ccccc3)o2)CC1 (centres undefined)	i	i	i	i	i	i	i	i	-10	i	i
CC1CCC(NC(=O)c2ccc(CNc3c(NC4CCCCC4)c(=O)c3=O)cc2)CC1 (centres undefined)	i	i	i	i	i	i	i	i	2	i	i
O=c1cc(-c2ccccc2)c2cc3c(cc2[nH]1)OCCO3	i	i	i	i	i	i	i	i	-14	i	i
Cc1cc(N/N=C/c2ccc(O)cc2O)nc(-c2ccccc2O)n1	i	i	i	i	i	i	i	i	14	i	i
CCOCCCNC(=O)c1ccc(OC)c(OC2CCN(C(C)C)CC2)c1	i	i	i	i	i	i	i	i	-3	i	i
O=[N+]([O-])c1ccc(-c2csc(N3CCc4ccccc4C3)n2)cc1	i	i	i	i	i	i	i	i	-7	i	i
O=C(/C=C/c1ccccc1O)c1ccc(Cl)cc1	i	i	i	i	i	i	i	i	-6	i	i
CCS(=O)(=O)c1ccc2c(c1)N(S(C)(=O)=O)CC(C(=O)NCc1ccccc1OC)O2 (centres undefined)	i	i	i	i	i	i	i	i	2	i	i
c1ccc(-c2nnc(SCC3CCCCO3)nc2-c2ccccc2)cc1 (centres undefined)	i	i	i	i	i	i	i	i	-15	i	i
O=C1c2cc(Cl)ccc2OC2(CCNCC2)C12CC(c1ccccc1)=NO2 (centres undefined)	i	i	i	i	i	i	i	i	1	i	i
c1coc(CSc2ncnc3c2oc2ccccc23)c1	i	i	i	i	i	i	i	i	25	i	i
COCCn1c(Cc2ccccc2)nnc1SCc1ccc([N+](=O)[O-])cc1	i	i	i	i	i	i	i	i	-4	i	i
CCC1CCCCN1S(=O)(=O)c1ccc(C(=O)Nc2nnc(C3=COCCO3)o2)cc1 (centres undefined)	i	i	i	i	i	i	i	i	79*	i	i
O=C(NC1CCCCC1)c1cc([N+](=O)[O-])ccc1N1CCOCC1	i	i	i	i	i	i	i	i	4	i	i
CN1/C(=C/C(=O)CSc2ccccc2C(=O)O)C(C)(C)c2ccccc21	i	i	i	i	i	i	i	i	8	i	i
COc1ccc(N=C2SC(CC(=O)Nc3ccccc3)C(=O)N2CC2CCCO2)cc1 (centres undefined)	i	i	i	i	i	i	i	i	-1	i	i
Cc1c(Nc2nc(-c3ccccc3)cs2)c(=O)n(-c2ccccc2)n1C	i	i	i	i	i	i	i	i	9	i	i
CCC(=O)N(Cc1ccco1)c1nc(C(=O)Nc2ccc(Cl)cc2)c(C)s1	i	i	i	i	i	i	i	i	-3	i	i

New compounds follow
smiles	TRPC6 inhibitor	TRPC4 PAM	ANO1 block	TRPC6 act	MrgX1 antagonist	MrgX1 ag	TMEM16A act	MrgX1 allo act	SKKanGAS inh	TRPC4 agonist	TRPC4 inh
N#CC1=C(N)C(C#N)(C#N)[C@H](c2c(F)cccc2F)[C@H]2CC3(CC=C12)OCCO3	i	i	i	i	i	i	i	i	-5	i	i
CCNS(=O)(=O)c1ccc(CCC(=O)N2CCN(C(=O)OCC)CC2)cc1	i	i	i	i	i	i	i	i	1	i	i
COc1ccc(CNC(=S)N/N=C/c2ccc(OC)c(OC)c2)cc1	i	i	i	i	i	i	i	i	1	i	i
COc1ccc(NC(=O)C(c2ccccc2)N(C)C(=O)CNC(C)=O)cc1 (centres undefined)	i	i	i	i	i	i	i	i	0	i	i

An unsorted share of the library; 6.7% or so of the library scored in one or more.
